BRCT inh red = BRCT-phosphoprotein interaction inhibition (red fluorophore). Potency, µM (titrated, usually from 76.9 µM), without a hit: top-dose activity change, negative = inhibition, actives largely listed as inhibitors. P38398. BRCT-phosphopeptide binding, red fluorescence polarization. AID 892. hit rate 0.03% among 75,000; also: % is scaled to controls: 0 for no effect and ±100 for the full control effect
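Rhodamine-labelled pBACH1 10-mer (100 nM) bound to BRCT domain (100 nM) at pH 7.3; compounds incubated 12 min room temperature, polarization read. Free peptide defines full inhibition; unlabelled decapeptide titrated as control.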
Tau fil binding = binds recombinant human tau filaments; P10636; recombinant tau filaments, thioflavin S fluorescence, 15 h; filaments grown with octadecylsulfate alongside compound; Potency, µM (doses to about 57.1 µM), inactives show at the top dose activity change, negative = inhibition; hit rate 2% among 71,000; AID 596;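 also: potency is read from the fitted curve at half-maximal effect; % is scaled to controls: 0 for no effect and ±100 for the full control effect; actives lower thioflavin S fluorescence by blocking filaments or displacing dye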
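Recombinant tau protein (human, 1 uM final) plus 30 uM ODS in HEPES pH 7.4 with NaCl, DTT and thioflavine S. Compound present from the start; fluorescence at 510 nm after 15 h, 37 C.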
CRE-bla Fsk = modulators of forskolin-stimulated CRE signaling in CHO cells; CHO CRE-bla reporter (cAMP response element driving beta-lactamase), forskolin EC10, beta-lactamase ratio; Potency, µM (series often up to 38.2 µM), without a hit: at the top dose activity change, negative = inhibition, usual class: activators; hit rate 2.5% among 71,000; AID 662; active = well fitted activation curve with a large enough effect in the signal ratio, with a control signal flat, not every such curve was filed as active; inconclusive = small, poorly fitted or top-dose-only effect, or effect the other way, or a change in a side signal; the % refers to the signal ratio; also: potency is read from the fitted curve at half-maximal effect; % of control where 0% means no effect
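AC50 values, positive or negative, reflect shifts in EC10 NKH 477-induced CRE-bla reporter activity in CHO cells. Incubation lasted 3 h at 37 °C before CCF4 substrate (2 h, room temperature) and ratiometric 460/530 nm reading.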
BRCT inh green = inhibitors of human BRCA1 BRCT-phosphoprotein interaction (green fluorophore) | P38398 | BRCA1 BRCT-phosphopeptide binding, green fluorescence polarization | Potency, µM (top dose mostly 76.9 µM), without a hit: at the top dose activity change, negative = inhibition, usual class: inhibitors | hit rate 0.05% among 75,000 | AID 875;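 also: potency is read from the fitted curve at half-maximal effect; plate controls were peptide without protein for full effect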
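Fluorescence polarization: His-tagged BRCT (~35 kDa BRCA1 C-terminus, 250 nM) bound to 100 nM fluorescein-labeled phosphorylated 10-aa BACH1 peptide, pH 7.3 phosphate buffer with DTT and Tween 20. Compounds incubated 12 min at room temperature; inhibition read as lowered polarization.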
HEK293 cAMP cs = raises cAMP in parental HEK293 cells, TSHR agonist counter-screen; AID 938; hit rate 2.5% among 73,000; Potency, µM (titrated, usually from 57.1 µM), inactives show at the top dose activation, hits mostly activators; parental HEK293 CNG cAMP sensor, membrane potential fluorescence; also: potency is read from the fitted curve at half-maximal effect; % of control where 0% means no effect; nearly all actives have a fitted effect of over 55% in size
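Counterscreen for endogenous-receptor signalling: CNG-channel HEK 293 cells report cAMP rise by membrane depolarization. After 60 min dye equilibration with 100 uM RO 20-1724, compounds incubated 30 min before bottom-read fluorescence at 590 nm.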
Casp1 inh = allosteric or competitive inhibitors of human caspase-1; P29466; Caspase-1 enzyme, Ac-WEHD-AFC fluorogenic rate; Potency, µM (top dose mostly 57.5 µM), for inactives: top-dose activity change, negative = inhibition, hits mostly inhibitors; hit rate 0.03% among 75,000; AID 900;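 also: potency is read from the fitted curve at half-maximal effect; plate controls were vehicle for no effect and no substrate for full effect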
A350 autofl = A350 region autofluorescence; AID 590; hit rate 11% among 59,000; max dye-equivalent concentration, M; Compound autofluorescence, 340/450 nm, Alexa 350 dye-equivalents; stronger effect = higher value; in the data active = max dye-equivalent concentration above about 10 nM; inconclusive = mostly about 1.1 nM to 9.6 nM
ERK AVP block = blocks ERK signaling stimulated by vasopressin; HEK293-V1b, vasopressin-stimulated pERK AlphaScreen; hit rate 0.99% among 72,000; Potency, µM (top dose mostly 57.5 µM), for the others: at the highest dose activity, negative = inhibition, hits mostly inhibitors; also: potency is read from the fitted curve at half-maximal effect; % is scaled to controls: 0 for no effect and ±100 for the full control effect; nearly all actives have a fitted effect of over 55% in size
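V1b-HEK293 cells; cpd 30 min 37C; 25 nM vasopressin 5 min; lyse 10 min; AlphaScreen beads 5 hr RT. Normalized to DMSO basal and 25 nM vasopressin; AC50 by Hill fit.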
Caspase-7 inhib = caspase-7 (human) inhibition, allosteric or competitive; recombinant caspase-7, Ac-DEVD-AFC fluorescence rate; Potency, µM (series often up to 57.5 µM), for the others: top-dose activity change, negative = inhibition, usual class: inhibitors; hit rate 0.02% among 75,000; active = well fitted inhibition curve with a large enough effect in the main read-out, with a control signal flat, not every such curve was filed as active; inconclusive = small, poorly fitted or top-dose-only effect, or a change in a side signal; also: potency is read from the fitted curve at half-maximal effect; % of control where 0% means no effect
Luciferase inh = firefly luciferase inhibition. hit rate 2.2% among 72,000. purified firefly luciferase, luminescence, 8 min. Potency, µM (series often up to 57.1 µM), inactives show top-dose activity change, negative = inhibition, most hits filed as inhibitors; also: potency is read from the fitted curve at half-maximal effect; % is scaled to controls: 0 for no effect and ±100 for the full control effect; nearly all actives have a fitted effect of over 40% in size
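Firefly luciferase (PKLight detection mix) with 10 uM ATP in pH 7.2 imidazole buffer (KCl, MgCl2, Tween 20, BSA). Compounds tested across a concentration series (qHTS). Luminescence read after 8 min at ambient temperature.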
USP2a inhib = USP2a (human) protease inhibition; AID 927; USP2a enzymatic assay, qHTS inhibition; hit rate 0.1% among 60,000; O75604; Potency, µM (highest dose often 38.3 µM), inactives show at the highest dose activity change, negative = inhibition, most hits filed as inhibitors;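 also: potency is read from the fitted curve at half-maximal effect; nearly all actives have a fitted effect of over 60% in size; plate controls were DMSO for no effect and NEM full inhibition control for full effect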
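Coupled readout: USP2-cleaved Ub-PLA2 (20nM final) turns over NBD C6-HPC (20uM final), Ex 460nm/Em 535nm after 2.5 h, time-zero read flagging artifacts. Enzyme (20nM final, pH 8.0 Tris) given 30 min RT with compound first; NEM defines full inhibition.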
An asterisk follows results filed as active; i = inactive; ? = inconclusive; · = no result given; & = joins results of further samples; [ ] = remark or other dose. Unless noted, calls follow the shape of the dose curve; as a rule, active = well fitted curve in the direction sought with a large enough effect; inconclusive = small, poorly fitted or top-dose-only effect, or another doubt; inactive = no such curve, though single readings can be large; an effect the other way counts as inactive or inconclusive. No enrichment for hits. Share with any hit: about 16%.

SMILES	BRCT inh red	Tau fil binding	CRE-bla Fsk	BRCT inh green	HEK293 cAMP cs	Casp1 inh	A350 autofl	ERK AVP block	Caspase-7 inhib	Luciferase inh	USP2a inhib
CCn1c(CCC(=O)Nc2cc(F)ccc2C)nc2cc(S(=O)(=O)N(C)C)ccc21	0.5%	12%	?	0.5%	6%	-5%	i	-21%	-6%	1%	31%[activator]
CCN1C(=O)[C@H]2[C@H]3[C@H](O)[C@H](O)C/C(=N/O[C@@H](C)CN4CCCc5nc(C)c(C)cc54)[C@@H]3CC[C@@H]2C1=O	0.7%[15.4 µM]	·	·	-1.0%[15.4 µM]	0%[11.4 µM]	-12%[11.5 µM]	·	9%[11.5 µM]	-17%[11.5 µM]	0%[11.4 µM]	·
COc1ccc(CC(=O)N2CCN(c3ccccn3)CC2)cc1	-0.3%	10%	?	-0.6%	-7%	1%	i	-7%	-1%	-1%	25%
COC(=O)c1ccccc1NC(=O)COc1ccccc1	0.2%	4%	?	1.6%	32µM*	-6%	·	8%	-2%	-4%	-3%
CCCCCOC(=O)c1ccccc1C(=O)O	0.4%	195%	-9%	-2.8%	9%	1%	?	-6%	1%	-1%	-8%
CCCCN(CC)Cc1ccc(CNC(=O)Nc2ccc(OC)cc2OC)o1	0.6%	-1%	-3%	-1.1%	14%	-1%	i	4%	-5%	0%	4%
CCCC(=O)C1C(=O)CC(C)(C)C(c2cc(C)no2)C1=O (stereo unspecified)	-2.7%	13%	-1%	-0.7%	7%	1%	·	5%	0%	2%	-1%
CCN(CC)S(=O)(=O)c1ccc(Cl)c(C(=O)NCC2CCCO2)c1 (stereo unspecified)	0.7%	0%	?	-3.3%	24%	2%	i	16%	0%	2%	-1%
COc1ccc(N2CSC3=C(C#N)C(c4cccs4)CC(=O)N3C2)cc1 (stereo unspecified)	-0.8%	?	2%	4.6%	15%	?	i	-6%	-24%	-20%	26%
CCn1c(=N)n(CC(=O)c2cccc(OC)c2)c2ccccc21	-0.4%	40%	?	-0.8%	11%	-1%	?	1%	-3%	-15%	5%
CC(C)C(C(=O)Nc1nccs1)c1ccccc1 (stereo unspecified)	0.3%	-4%	-3%	0.3%	10%	-2%	i	17%	-1%	0%	5%
O=S(=O)(c1ccccc1)N1CCC2(CC1)CN(Cc1ccccc1)C2	-0.1%	7%	-12%	-0.5%	-1%	-2%	i	1%	-2%	0%[11.4 µM]	58%[activator]
O=C(CCCc1nc(-c2ccccc2Cl)no1)NCc1cccnc1	0.9%	9%	-13%	-1.5%	19%	-2%	i	-6%	0%	-2%	5%
CCn1c(=O)cc(OCC(=O)N2CCN(c3cccc(C(F)(F)F)c3)CC2)c2ccccc21	-2.1%	14%	?	-2.2%	21%	-3%	i	-6%	-5%	2%	34%[activator]
Cc1ccc(S(=O)(=O)N[C@@H](CC(C)C)C(=O)NCc2ccco2)cc1	-0.4%	3%	-2%	-2.0%	10%	-1%	?	-16%	-1%	-2%	10%
CCc1cc2c(=O)c(-c3nc4ccccc4n3C)c(C)oc2c(CN2CCN(C)CC2)c1O	1.0%	-5%	3%	0.0%	8%	-6%	9.6e-08M*	19%	-2%	2%	3%
CCCCO	3.0%&-0.2%	8%&-2%	-7%&-6%	-2.5%&0.8%	10%&31%	3%&-2%	·	6%&13%	0%&-2%	·	·
CSC(=NC1CCCCC1)NS(=O)(=O)c1ccccc1	-2.2%	1%	2%	0.4%	?	-2%	i	-16%	0%	1%	0%
O=C(c1cnccn1)N1CCC2(CCN(Cc3cc(C(F)(F)F)cc(C(F)(F)F)c3)CC2)CC1	-1.7%	-9%	-5%	0.5%	9%	-3%	i	3%	1%	1%[11.4 µM]	34%[activator]
CN(C)C(=O)c1ccccc1-c1ccccc1	1.8%	0%	-4%	-0.3%	8%	1%	i	-8%	2%	2%	2%
Cc1nc2cnc(Nc3ccccc3)nc2n(C)c1=O	0.2%	3%	?	3.5%	14%	0%	i	-10%	-4%	-3%[11.4 µM]	12%
O=C(Nc1cccnc1)C1(c2ccccc2)CCCC1	0.4%	-1%	?	0.6%	15%	-2%	i	-14%	1%	1%	13%
COc1ccc(OC2C=CC(C#Cc3ccc(Br)cc3)OC2CO)c(C(C)(C)C)c1 (stereo unspecified)	1.0%[15.4 µM]	·	·	1.6%[15.4 µM]	9%[11.4 µM]	-2%[11.5 µM]	·	?	-2%[11.5 µM]	·	·
O=c1[nH]c(=O)c2nc3ccccc3nc2[nH]1	-5.2%	272%	-8%	-4.6%	16%	-5%	2e-07M*	-14%	?	3%	18%
COC(=O)[C@@H]1C[C@H]2CC[C@H](O)C[C@H]2N1Cc1ccc(N2CCN(C)CC2)cc1	-1.0%	·	·	-4.7%	·	0%	·	12%	-2%	·	·
C=CCN1CCN(C(c2ccccc2)c2nnnn2CCC(C)C)CC1 (stereo unspecified)	0.2%	-2%	-2%	-0.4%	?	-2%	i	-4%	2%	3%	10%
COc1cccc(CNC(=O)C2CCCN(c3nn4c(=O)cc(C)nc4s3)C2)c1 (stereo unspecified)	-0.8%	8%	2%	-1.6%	1%	3%	i	2%	-2%	4%	-5%
Cc1ccc(C)c(NC(=O)C2CC(Cl)=CCC2C(=O)O)c1 (stereo unspecified)	-1.4%	-12%	-11%	-0.2%	6%	2%	i	6%	-1%	3%	-5%
CCN1C(=O)c2cccc3cccc1c23	0.7%	111%	?	-1.2%	1%	?	1.8e-08M*	12%	-24%	1%	1%
O=C(CSc1nnc(CN2CCOCC2)n1-c1ccc(Cl)cc1)Nc1cc(Cl)ccc1O	0.1%	-9%	-16%	-2.3%	-11%	-2%	i	-2%	-2%	0%	29%
CCCCn1c(NCc2ccccn2)nc2ccccc21	0.7%	5%	?	-1.2%	?	0%	i	-14%	1%	-6%	8%
COC(=O)COC(=O)c1ccc(O)cc1	1.8%	2%	-5%	-0.2%	-2%	-3%	·	-21%	0%	-3%	0%
N#CC1=C2SCC(O)(c3ccccc3)N2C(=O)CC1c1cccs1 (stereo unspecified)	-2.6%	1%	?	-1.5%	23%	-5%	i	-22%	-3%	2%	9%
Cc1cc(C(=O)OCC(=O)N2CCOCC2)c2ccccc2n1	0.6%	-10%	12%	-0.2%	0%	0%	i	7%	2%	4%	-4%
C/C1=C2N=C(/C=C3N=C(/C(C)=C4\[N-]C(C)(C5N=C1C(C)(CCC(=O)NCC(C)OP(=O)([O-])O[C@H]1C(O)C(n6cnc7cc(C)c(C)cc76)O[C@@H]1CO)C5CC(N)=O)C(C)(CC(N)=O)C4CCC(N)=O)C(C)(CC(N)=O)C\3CCC(N)=O)C(C)(C)C/2CCC(N)=O.[CH2-]C1OC(n2cnc3c(N)ncnc32)C(O)C1O.[Co] (stereo partly specified)	1.6%	·	·	-2.6%[3.08 µM]	·	?	·	-22%	-18%	·	3.2µM*
COC(=O)Cn1c(=NC(=O)CSC(C)=O)sc2ccccc21	0.6%	11%	?	14%	-6%	-9%	·	·	-14%	2%	·
C=CCc1ccc(OCCOCCNCCOC)c(OC)c1	0.3%	·	·	-2.1%	-6%	0%	·	·	0%	·	·
O=C(c1ccc(CS(=O)(=O)c2ccccc2)o1)N1CCN(c2ncccn2)CC1	0.3%	3%	?	-1.5%	-5%	-5%	·	-8%	1%	0%	·
Cc1c(CN(C)CCc2ccccc2)c(=O)n(-c2ccccc2)n1C	-1.1%	4%[11.4 µM]	9%[7.6 µM]	0.5%	-4%[11.4 µM]	-1%	·	-9%	-6%	2%	0%[7.66 µM]
CN(C(=O)c1cnccn1)c1nnc(-c2cccnc2)s1	0.4%	4%	?	-2.3%	?	-1%	i	2%	8%	4%	-1%
CN(C)Cc1ccccc1-c1ccc2ncnc(N3CCOCC3)c2c1	0.5%	-6%	11%	-0.9%	4%	-1%	i	-16%	-1%	0%[2.29 µM]	-9%
O=C(NCc1ccc2c(c1)OCO2)c1ccc(CN2CCOCC2)cc1	-0.4%	-4%	-6%	-1.0%	5%	0%	i	3%	-2%	0%	3%
Cc1cc(C)c2[nH]c(=O)c(C(c3nnnn3C(C)(C)C)N3CCN(C(=O)c4ccco4)CC3)cc2c1 (stereo unspecified)	1.0%	0%	?	2.9%	-4%	-2%	3.1e-08M*	-19%	1%	0%	·
O=C(COc1cnc2ccccc2n1)NCCC1=CCCCC1	0.8%	-2%	-1%	-0.8%	24%	-1%	2.8e-08M*	-20%	-1%	0%	-2%
Cn1c(C(=O)N2CCN(c3ccccc3F)CC2)cc2c(=O)n(C)c3ccccc3c21	-0.2%	-8%	-9%	-1.8%	10%	-2%	·	2%	-2%	3%	·
